# Bioassay records: PubChem BioAssay, several laboratories
# CAL PDZ FP-1: blocks peptide binding to human CAL PDZ domain | AID 504414 | 330,000 compounds, 0.02% hits | purified CAL PDZ, TMR-peptide fluorescence polarization, 1 h | inhibition, % at 20 µM;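 active means highest replicate inhibition of at least 40%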;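 further: plate controls were DMSO neutral control wells for no effect and unlabeled competitor peptide control wells for full effect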
#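 Test system: purified CerCALP PDZ construct; Compound dosing: one concentration, 20 µM compound; Also added: TMR-labelled reporter peptide T*-PRC34 bound in PDZ groove; Read-out: inhibition from polarization loss; Controls: unlabelled peptide and DMSO controls; Signal: FP readout, S and P plane fluorescence; Incubation: 1 h at RT.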
# DAGLB inhibitor: diacylglycerol lipase beta (human) inhibition. HEK293T DAGLB membrane lysate, EnzChek fluorogenic substrate. inhibition, % at 5.17 µM. 340,000 compounds, 0.059% hits. AID 504411; in the data active means inhibition above about 34%;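 further: 0% = enzyme with vehicle and 100% = wells lacking enzyme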
# C-LANA FP: KSHV C-LANA DNA binding inhibition | inhibition, % at 9 µM | MBP-C-LANA/FAM-LBS DNA binding, fluorescence polarization | 340,000 compounds, 0.078% hits;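 active means highest replicate inhibition at or above 60% at 9 µM, even if other replicates fall short; inactive means all replicates below 60% inhibition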;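 further: 0% = neutral control wells and 100% = 4 µM acridine orange control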
# Keap1-Nrf2 PPI: disrupts human Keap1 binding to Nrf2 peptide; 340,000 compounds, 0.15% hits; inhibition, % at 9.4 µM; Q14145; Keap1 Kelch-Nrf2 peptide fluorescence polarization, 1536-well; in the data active means inhibition above about 12%;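 further: human Keap1 Kelch domain with fluorescein labeled Nrf2 9mer peptide probe; 0% = neutral control wells and 100% = peptide positive control; higher means more block of Keap1 binding to Nrf2 peptide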
# V-ATPase pHluor: regulators of yeast V-ATPase proton transport | response, % at 10 µM | S. cerevisiae, pHLuorin cytosolic pH fluorescence | 350,000 compounds, 0.37% hits; in the data active means response mostly above about 7.3%, no sharp cut-off; inactive means mostly below about 5.4%; further: actives read high; inactives centre near 0; some compounds called inactive have numbers as strong as hits
# Arrestin-AP2 inh: blocks beta-arrestin peptide binding to AP2 adaptin | FITC-arrestin peptide / GST-AP2 beads, flow cytometry; AP2 beta2 appendage carries R879A mutation | inhibition, % at 10 µM | 340,000 compounds, 0.31% hits;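 active means inhibition above a set limit, near 3 SD of compounds lacking own fluorescence, cut at about 54% in these data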;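 further: plate controls were DMSO wells for no effect and 5 µM unlabelled arrestin peptide for full effect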
#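 test system = AP2 appendage R879A on GSH beads | buffer or medium = PBS plus Tween 20 (0.05%) and BSA (0.1%) | incubation = 12 min plus 1 h, RT | detection = bead flow cytometry, FITC channel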
# RTF Ca sens inh: cardiac RTF calcium desensitization | IANBD-labeled cardiac RTF, Ca2+ fluorescence | inhibition, % at 7.15 µM | 340,000 compounds, 0.12% hits | AID 493244;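 active means inhibition above the mean inhibition of all tested compounds plus 3 SD, cut at about 17% in these data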;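 further: assay run at fixed EC70 calcium of 1.6 mM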
# NSD2 HMT inh: blocks human histone methyltransferase NSD2. NSD2 peptide methylation, AlphaScreen, 120 min. 310,000 compounds, 0.54% hits. O96028. AID 743445. inhibition, % at 12.5 µM; in the data active means inhibition above about 50%
# Target sequence (O96028 whole entry, looked up): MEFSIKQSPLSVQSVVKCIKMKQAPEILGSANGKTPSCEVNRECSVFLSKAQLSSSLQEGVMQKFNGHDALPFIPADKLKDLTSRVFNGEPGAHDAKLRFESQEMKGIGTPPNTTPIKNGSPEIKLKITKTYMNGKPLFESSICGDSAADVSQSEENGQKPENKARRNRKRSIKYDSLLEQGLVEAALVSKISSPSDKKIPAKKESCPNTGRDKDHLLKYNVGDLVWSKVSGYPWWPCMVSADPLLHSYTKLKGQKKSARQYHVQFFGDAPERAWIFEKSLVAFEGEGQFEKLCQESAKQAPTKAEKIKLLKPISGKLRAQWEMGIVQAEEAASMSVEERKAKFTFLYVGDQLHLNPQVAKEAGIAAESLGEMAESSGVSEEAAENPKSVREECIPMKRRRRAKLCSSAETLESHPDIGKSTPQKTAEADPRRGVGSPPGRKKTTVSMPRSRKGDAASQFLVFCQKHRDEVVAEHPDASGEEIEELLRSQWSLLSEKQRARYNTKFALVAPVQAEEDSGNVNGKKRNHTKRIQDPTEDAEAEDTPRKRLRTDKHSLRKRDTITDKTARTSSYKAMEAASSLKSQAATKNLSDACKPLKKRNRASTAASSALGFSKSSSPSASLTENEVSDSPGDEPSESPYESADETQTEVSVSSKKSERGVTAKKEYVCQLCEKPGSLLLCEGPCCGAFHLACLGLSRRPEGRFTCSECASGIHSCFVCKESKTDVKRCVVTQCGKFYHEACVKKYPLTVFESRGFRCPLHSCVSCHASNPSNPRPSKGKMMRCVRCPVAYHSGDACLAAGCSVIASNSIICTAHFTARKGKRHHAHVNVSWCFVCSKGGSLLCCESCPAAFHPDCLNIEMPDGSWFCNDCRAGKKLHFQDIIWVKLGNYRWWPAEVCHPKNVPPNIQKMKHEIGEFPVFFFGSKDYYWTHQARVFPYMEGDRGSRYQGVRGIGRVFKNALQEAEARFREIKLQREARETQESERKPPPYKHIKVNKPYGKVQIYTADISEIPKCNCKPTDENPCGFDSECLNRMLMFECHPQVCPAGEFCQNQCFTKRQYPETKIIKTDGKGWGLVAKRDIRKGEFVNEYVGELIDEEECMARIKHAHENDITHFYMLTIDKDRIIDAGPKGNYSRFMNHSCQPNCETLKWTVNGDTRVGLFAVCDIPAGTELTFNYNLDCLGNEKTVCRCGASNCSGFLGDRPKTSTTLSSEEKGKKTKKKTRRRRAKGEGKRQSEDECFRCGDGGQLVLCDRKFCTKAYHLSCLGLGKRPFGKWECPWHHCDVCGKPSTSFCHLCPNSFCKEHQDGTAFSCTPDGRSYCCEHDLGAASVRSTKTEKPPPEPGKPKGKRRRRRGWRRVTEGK
# CAL PDZ FP-2: CAL PDZ (human) peptide binding inhibition | Q9HD26 | purified CAL PDZ, TMR-peptide fluorescence polarization, 1 h | inhibition, % at 24.9 µM | 300,000 compounds, 0.92% hits | AID 602252;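 active means mean inhibition of at least 30% with at least half of replicates also reaching 30%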;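 further: 0% = DMSO neutral control and 100% = excess unlabeled competitor peptide PRC23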
# Pemphigus Ab inh: inhibitors of pemphigus antibody binding to human desmoglein-3. 310,000 compounds, 0.48% hits. P32926. binding (percent of control), % at 10 µM. DSG3-coupled beads, scFv-anti-DSG3-GFP binding, flow cytometry; hits give low values;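 active means binding more than 3 SD below its plate's average and above zero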;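 further: hits lower antibody fragment binding to DSG3; some compounds called inactive have numbers as strong as hits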
# Active calls of the source: *; / = not tested or not shown. The list is partial (hit frequency here may not be typical).
SMILES,CAL PDZ FP-1,DAGLB inhibitor,C-LANA FP,Keap1-Nrf2 PPI,V-ATPase pHluor,Arrestin-AP2 inh,RTF Ca sens inh,NSD2 HMT inh,CAL PDZ FP-2,Pemphigus Ab inh
CCOC(=O)c1ccc(N=C2S/C(=C\c3cc(C)n(-c4cccnc4)c3C)C(=O)N2C)cc1,-0.9,-2,1.0,-4,0,-7,-5,2,-2,71
O=C(COc1ccc(S(=O)(=O)N2CCOCC2)cc1Cl)NCc1ccccn1,-2.4,0,0.3,-5,3,-5,-10,3,-1,101
CCN(CC)Cc1c(C(=O)N/N=C(\C)c2ccncc2)nnn1-c1nonc1N,-0.1,-3,0.9,0,-1,40,4,-2,0,93
Nn1c(SCC(=O)NC2CCCCC2)nnc1-c1ccc(Cl)cc1,-1.6,-1,1.2,-2,-3,-9,8,-3,/,/
COc1ccc(C(=O)Nc2ccc(N3CCCC3)cc2)cc1Br,0.5,7,0.2,-3,3,8,-10,3,/,105
C[C@@H]1NC(=O)N[C@@H]1CCCCCC(=O)O,-1.4,0,0.0,-3,1,2,4,/,-4,107
Cc1nn(-c2ccccc2)c(-c2ccccc2)c1C(=O)O,-0.2,2,-0.3,-5,-3,-7,-9,-2,-4,/
c1ccc(C2[C@H]3CN(Cc4cccnc4)[C@H](c4ccccc4)C34CC2(c2ccccc2)C4)cc1 (stereo not given in full),-1.1,-9,0.3,-3,0,1,-4,/,-2,102
CCOC(=O)C(C(=O)OCC)C(C)(C)/C(C)=N\Nc1ccc([N+](=O)[O-])cc1[N+](=O)[O-],-0.7,1,-2.0,-5,0,/,3,5,0,102
CC(C)(O)C#Cc1ccc(C(=O)NCc2ccccc2)s1,-2.0,1,-1.4,-3,-5,11,-7,-1,-5,98
O=C(/C=C/c1ccco1)NCc1ccc(F)cc1,-0.3,2,4.5,-9,2,14,-7,3,-1,105
CCC1(c2ccc(F)cc2)NC(=O)N(CC(=O)NCC(=O)Nc2cccc(C)c2C)C1=O (stereo not given),-3.0,1,1.1,-3,1,-2,3,-1,-5,99
Cc1cccc(NS(=O)(=O)c2ccc(C(=O)NCC3(N4CCCCC4)CCCCC3)cc2)c1C,-3.7,1,-2.3,-3,0,-2,-14,4,-2,99
O=C(CN(Cc1cccs1)C(=O)CSc1nnc(COc2ccccc2)o1)NC1CCCCC1,-3.1,3,-1.9,0,8,7,-22,0,-2,102
COc1cccc(NS(=O)(=O)c2ccc3[nH]cc(C(=O)NCCN4CCOCC4)c(=O)c3c2)c1,-4.3,-1,-1.3,-2,3,-2,0,-4,-5,105
CCC(C)S(=O)(=O)c1snnc1C (stereo not given),-0.9,-1,-0.2,0,0,-2,3,-2,-4,104
O=C(CN1CCN(S(=O)(=O)c2ccccc2[N+](=O)[O-])CC1)NC(=O)NCc1ccco1,-0.4,-3,-1.7,-1,-2,0,-10,4,-8,100
Cc1cc(F)ccc1NC(=O)Nc1ccc2c(c1)OCO2,-0.3,3,0.9,-1,-1,-8,7,-3,-4,/
CCCCOc1ccc(Cc2c(COCC)[nH]c(=S)[nH]c2=O)cc1,-1.7,0,2.7,-4,3,7,-8,2,0,101
CC(C)C(=O)Nc1ccc(NC(=O)c2cccnc2)cn1,/,1,0.1,-5,4,21,2,0,23,107
Cc1c(NC(=O)CSc2nnnn2Cc2ccccc2)c(=O)n(-c2ccccc2)n1C,/,0,-0.1,-1,-1,-2,-2,-1,-2,103
CCN(CC)S(=O)(=O)c1ccc2c(c1)NC(=O)C1CCCN21 (stereo not given),-1.6,-1,-3.6,-5,-1,3,-9,/,-2,96
COC(=O)[C@H](CC(C)C)NC(=O)Nc1ccc(F)cc1,-0.4,1,-1.4,3,1,-12,0,-6,1,105
COc1cccc(C2NC(=O)NC(C)=C2C(=O)OCCSC)c1OC (stereo not given),-2.6,-1,0.7,-4,-2,-2,-8,-7,-7,119
Cc1cc(OCC(=O)Nc2cccc(S(=O)(=O)N3CCCCC3)c2)ccc1Cl,-1.3,-9,-0.8,-5,2,-5,1,-1,-3,/
CN1C[C@H]2CON(C)[C@H]2C[C@H]1c1cccc(-c2ccc(C#N)cc2)c1,1.7,-4,2.5,-2,4,14,-1,/,-8,106
O=C1C(=Cc2cccn2-c2ccccc2)C(=O)c2ccccc21,0.1,-2,2.5,-7,-3,1,-31,6,/,108
O=S(=O)(c1ccc2oc(=S)[nH]c2c1)N1CCCCC1,-1.5,2,-0.5,-1,3,3,-7,4,4,104
Cc1cc(C(=O)Nc2ccc(F)cc2F)on1,/,0,0.4,-8,-3,23,-7,-1,-3,/
CCCCc1ccc(-c2ccc(C)cc2O)nc1,-3.0,-7,-0.6,-4,2,3,6,-3,-4,111
O=C(/C=C/c1cccc([N+](=O)[O-])c1)NC1CC2CCC1C2 (stereo not given),-0.6,-6,2.8,5,1,29,-4,0,-20,98
CCCCNc1nc(N)ncc1[N+](=O)[O-],-1.5,-3,3.4,-4,3,10,0,2,5,91
Cc1noc(C)c1NC(=O)N(C)C[C@H]1Oc2c(NC(=O)Nc3ccccc3)cccc2C(=O)N([C@H](C)CO)C[C@@H]1C,0.2,-2,-1.2,-2,2,10,-34,/,-4,106
COc1ccc(N2CCN(C(C)C(=O)N3CC(C)OC(C)C3)CC2)cc1 (stereo not given),-0.8,-1,-0.8,-4,-1,8,-11,0,5,105
CC(C)(C)c1nnc(NC(=O)C2CC(=O)N(CCc3ccc(F)cc3)C2)s1 (stereo not given),-1.9,1,-0.3,-3,-4,26,-6,-5,-2,96
CCN(CC)CCSc1nc2c([nH]1)c(=S)n(C)c(=O)n2C,0.9,0,0.5,-1,-12,16,-3,21,-1,/
Cc1ccccc1C(=O)NNC(=O)CSc1nnc(-c2ccncc2)n1-c1ccccc1,1.0,-1,0.3,4,1,0,-9,-1,0,94
OCC1OC(c2ccccc2)OC2COC(c3ccccc3)OC12 (stereo not given),-0.3,-2,0.3,-1,2,-3,3,-1,/,88
CC1=C(C(=O)Nc2cc(C(=O)N3CCN(c4ccc(Cl)cc4)CC3)ccc2C)SCCO1,/,-6,/,/,-2,/,/,-1,/,100
Cc1ccc(NC2CNC(=O)NC2=O)cc1C (stereo not given),0.8,-3,-0.4,-1,0,4,-7,32,-1,97
O=C1CCCN1CCCNS(=O)(=O)c1ccc(F)c(F)c1,0.8,1,0.3,1,1,5,-6,-1,-1,103
CC(Cc1ccccc1)N/C=C1\CC(=O)NC1=O (stereo not given),-0.6,0,0.9,-4,2,28,-6,-1,/,82
Cc1cccc(NC(=O)Cn2c(/C=C/c3ccccc3)nc3ccccc32)c1,-2.0,-1,-0.6,-2,-4,14,3,2,-2,99
O=C(COC(=O)c1ccc(Cl)nc1)Nc1ccc(Cl)cc1,-1.8,-3,0.6,-2,-2,-7,-2,-2,4,99
CN1CCOC(=O)/C1=N/Nc1cc(Cl)ccc1Cl,0.0,-6,0.8,-1,1,29,4,2,/,105
Cc1cc(/C=N/NC(=O)c2cc3ccccc3o2)c(C)n1C,1.2,5,-2.4,-5,0,-1,-4,2,/,99
C=CCOc1ccc(/C=C/C(=O)Nc2ccc(C(=O)NC)cc2)cc1,-2.4,0,1.0,-1,0,-33,2,-2,-3,91
CCOC(=O)C1CCN(c2c(NCc3ccc(C(=O)Nc4ccc(C)cc4)cc3)c(=O)c2=O)CC1,-0.2,1,0.7,0,-4,34,3,-1,2,89
Cn1cc(CN2CCCCC2c2ccccn2)c(-c2ccc3c(c2)OCCO3)n1 (stereo not given),0.1,-2,-2.4,-3,0,-8,2,1,4,101
Cc1cccc(-n2c(SCC(=O)N3CCN(c4ccccn4)CC3)nnc2N2CCOCC2)c1,-0.7,0,-0.7,4,-2,-4,5,4,/,84
Cc1cc(CN(C)C(=O)CC2C(=O)NCCN2CC(c2ccccc2)c2ccccc2)on1 (stereo not given),-3.3,-2,0.7,-9,3,3,-17,-1,-3,107
CCOCc1nnc(NC(=O)CSc2ccccc2)s1,0.4,1,1.0,0,2,7,-4,0,/,97
O=C1C=C(Nc2cccc(O)c2)CC(c2ccco2)C1 (stereo not given),-2.1,1,1.6,-4,1,3,-8,2,-2,95
O=C(Nc1ccccc1)/C(=C/c1ccc([N+](=O)[O-])cc1)NC(=O)c1ccco1,-0.5,0,0.8,-6,-4,-3,1,-9,-4,110
O=C1CC(c2ccc(Cl)cc2)CC(O)=C1C=NCc1ccc(Cl)c(Cl)c1 (stereo not given),-0.2,-2,2.4,3,-2,-16,-3,-1,-11,/
CCOC(=O)c1c(C)c(C(=O)NCCN2CCOCC2)c(C)n1CC,-2.1,-1,-0.8,-2,-2,-4,1,0,/,101
O=[N+]([O-])c1cccc(S(=O)(=O)N2CN(c3ccc(Br)cc3)c3nc4ccccc4nc32)c1,0.0,0,-1.2,1,1,9,-6,6,/,90
O=C(Nc1ccccc1Cl)c1cc[n+]([O-])cc1,-3.3,2,0.9,2,-5,2,-1,6,-6,95
CCc1ccc(N=C2NC(=O)/C(=C/c3cc(OC)c(OC)c(OC)c3)S2)cc1,-4.1,2,-2.0,2,7,-4,1,1,-4,105
CCn1cc(Br)c(C(=O)N2CCN(c3ccccc3)CC2)n1,-0.3,0,1.2,-2,-3,5,-2,-6,13,102
COC(=O)CN1C(=O)[C@H]2[C@@H](/C=C/c3ccccc3)N3C(=O)CN(CCO)C(=O)[C@@]3(Cc3ccccc3)[C@H]2C1=O,0.1,-3,1.3,-2,-16,34,-20,/,-4,98
CCOC(=O)c1oc2ccccc2c1NC(=O)COC,-1.5,-6,0.2,0,-3,11,0,2,8,96
CCOC(=O)Cn1c(=NC(=O)c2sc3ccccc3c2Cl)sc2cc(S(N)(=O)=O)ccc21,-0.5,1,-0.8,-1,-4,3,-3,-1,-4,102

# For reference, 2 of the compounds above.
SMILES,CAL PDZ FP-1,DAGLB inhibitor,C-LANA FP,Keap1-Nrf2 PPI,V-ATPase pHluor,Arrestin-AP2 inh,RTF Ca sens inh,NSD2 HMT inh,CAL PDZ FP-2,Pemphigus Ab inh
Cn1cc(CN2CCCCC2c2ccccn2)c(-c2ccc3c(c2)OCCO3)n1 (stereo not given),0.1,-2,-2.4,-3,0,-8,2,1,4,101
Cc1cccc(-n2c(SCC(=O)N3CCN(c4ccccn4)CC3)nnc2N2CCOCC2)c1,-0.7,0,-0.7,4,-2,-4,5,4,/,84
